Compound activity from PubChem.
TRHR enhancer: allosterically enhances the human TRH receptor | TRHR cells, fluo-8 calcium fluorescence, EC20 TRH enhancement | enhancement, % at 2 µM | 360,000 tested, 0.66% active | P34981 | AID 493056; in the data active = enhancement above about 30%; also: 0% is about no effect
Target sequence (P34981 whole entry, looked up): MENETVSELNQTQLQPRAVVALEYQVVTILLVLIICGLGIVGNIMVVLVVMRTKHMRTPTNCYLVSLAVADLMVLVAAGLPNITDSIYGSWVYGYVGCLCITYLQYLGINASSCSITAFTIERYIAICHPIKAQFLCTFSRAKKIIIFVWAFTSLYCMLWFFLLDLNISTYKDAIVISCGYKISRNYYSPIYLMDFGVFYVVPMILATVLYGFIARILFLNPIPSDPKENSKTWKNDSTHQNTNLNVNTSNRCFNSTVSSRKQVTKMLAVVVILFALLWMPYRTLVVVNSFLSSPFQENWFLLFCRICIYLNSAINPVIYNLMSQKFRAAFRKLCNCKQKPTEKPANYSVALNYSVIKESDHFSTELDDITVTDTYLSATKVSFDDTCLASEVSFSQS
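Enhancer read-out: after compound pinning and an initial kinetic agonist-mode read, an EC20 of TRH (10 nM final) was injected and fluo-8 calcium signal (Ex 480/Em 530) followed at 1 s/cycle for 100 cycles in TRHR-expressing cells.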
D1 ag: activates the human D1 dopamine receptor | P21728 | HEK293 T-REx D1 cells, calcium flux, agonist mode | activation, % at 2 µM | 360,000 tested, 1% active | AID 504660; also: 0% is about no effect
Target sequence (P21728 whole entry, looked up): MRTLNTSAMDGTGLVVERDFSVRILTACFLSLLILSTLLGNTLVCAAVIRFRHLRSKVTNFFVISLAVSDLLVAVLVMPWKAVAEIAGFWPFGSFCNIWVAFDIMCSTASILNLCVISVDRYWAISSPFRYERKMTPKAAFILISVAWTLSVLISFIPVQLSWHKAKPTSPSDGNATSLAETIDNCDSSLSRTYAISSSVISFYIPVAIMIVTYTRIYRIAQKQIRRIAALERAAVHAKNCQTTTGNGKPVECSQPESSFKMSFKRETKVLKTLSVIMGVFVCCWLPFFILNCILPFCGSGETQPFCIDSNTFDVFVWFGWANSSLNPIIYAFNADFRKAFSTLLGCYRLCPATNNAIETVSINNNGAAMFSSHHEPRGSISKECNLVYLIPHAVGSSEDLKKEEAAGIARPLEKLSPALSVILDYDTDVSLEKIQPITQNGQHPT
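Agonism was scored from calcium flux recorded over 180 s (1 read/s) after pintool compound addition, following a 10-cycle baseline. Cells were inducible force-coupled HEK293 TREx D1, plated overnight at 30 C and loaded with no-wash calcium dye.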
D2 antag: antagonizes the human D2 dopamine receptor. HEK293 TREx D2 cells, calcium flux, dopamine EC80. 340,000 tested, 2% active. AID 485344. P14416. inhibition, % at 10 µM; in the data active = inhibition above about 30%; also: 0% is about no effect
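HEK293 T-REx D2 cells, tet-induced, calcium dye no-wash. Cpd pintool add, 180 s kinetic, then EC80 DA, 180 s kinetic. Ca flux read.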
D2 ag: D2 dopamine receptor (human) agonism; HEK293 T-REx D2 cells, calcium flux agonist mode; P14416; activation, % at 2 µM; 340,000 tested, 0.53% active;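 active = activation over 3 SD above normal in the single-dose calcium agonist read, cut at about 30% in these data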; also: 0% is about no effect
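Agonism scored from kinetic calcium signal (1 read/sec, 180 s) following compound pin transfer, after a 10 s baseline. Cells: HEK293 Trex line expressing inducible D2 receptor coupled to calcium, dye-loaded after overnight culture at 30 C.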
RXFP1 antag: RXFP1 (human) relaxin receptor antagonism | HEK293-RXFP1, relaxin-stimulated cAMP HTRF, 30 min; active compounds read low | activity change, negative = inhibition, % at 57.5 µM | 350,000 tested, 0.59% active | AID 1259400;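 active = activity change of -60% or lower, but not beyond a set lower limit; inconclusive = change between -60% and -40%, or beyond the set limit; inactive = change above -40%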; also: % is scaled to controls: 0 for no effect and ±100 for the full control effect
D1 antagonist: human D1 dopamine receptor antagonism. HEK293 TREx D1 cells, calcium flux, dopamine EC80; active compounds read low. activity change, negative = inhibition, % at 10 µM. 360,000 tested, 3.2% active; in the data active = activity change below about -30%; also: % is scaled to controls: 0 for no effect and ±100 for the full control effect
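Cells carrying a force-coupled, tetracycline-inducible human D1 receptor report calcium flux. Each well gets a 10 s baseline, compound with 180 s monitoring, then an EC80 dopamine stimulus with a second 180 s kinetic read.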
TRHR ag: activates the human TRH receptor; TRHR cells, calcium flux fluo-8, FDSS agonist mode; activation, % at 2 µM; 360,000 tested, 0.18% active; AID 493084; also: 0% is about no effect
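TRHR-expressing cells, plated overnight in medium with 10% serum, were loaded with fluo-8 calcium dye at room temperature. After a 10 s baseline, library compound was pin-added and calcium release was recorded kinetically (ex 480/em 530) as agonist response.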
D2 PAM: D2 dopamine receptor (human) potentiation; HEK293 T-REx D2, calcium flux, EC20 dopamine potentiation; 340,000 tested, 0.34% active; potentiation, % at 10 µM; AID 485347; P14416;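 active = potentiation over 3 SD above the plate norm, cut at about 30% in these data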; also: 0% is about no effect
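Tetracycline-induced Hek293 Trex D2 cells, force-coupled to calcium, loaded with no-wash calcium dye. Compound added with 180 s kinetic read for agonism, then EC20 dopamine and a further 180 s read for potentiation.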
D1 potentiator: enhances dopamine response at the human D1 receptor; 360,000 tested, 0.036% active; P21728; AID 504651; HEK293 TREx D1 cells, calcium flux, dopamine EC20 potentiation; potentiation, % at 10 µM; in the data active = potentiation above about 30%; also: 0% is about no effect
Active calls of the source: *; ? = inconclusive; · = no result given; & = joins results of further samples. Rule as the data show it, unless noted: active = activation above about 30%; inactive = the rest.

1: CCc1ccc2c(c1)/C(=N/N(C)C(=S)NC)C(=O)N2
2: COc1ccc(OC)c2c1sc(=NC(=O)CN1C(=O)CCC1=O)n2C
3: CCCC1=C(C(=O)OCC)C(c2sccc2C)n2ncnc2N1 (configuration not stated)
4: COc1ccc(C2C(C(=O)c3ccc(C)o3)=C(O)C(=O)N2Cc2cccnc2)cc1OC (configuration not stated)
5: CC1(C)Oc2ccc3ccc(=O)oc3c2CC1O (configuration not stated)
6: COc1ccc(C(=O)NC2CCCCCC2)cc1S(=O)(=O)N1CCCC1
7: O=C(CN1C(=O)NC2(CCCc3ccccc32)C1=O)Nc1ccccc1OC(F)F (configuration not stated)
8: CCCNC(=O)NC(=O)COc1c(F)c(F)cc(F)c1F
9: CCOC(=O)C1CCN(C(=O)Cc2c(C(=O)O)n(C)c3ccccc23)CC1
10: COc1ccccc1N1CCN(C(=O)CN2C(=O)COc3ccc(S(=O)(=O)N4CCOCC4)cc32)CC1
entry no.	1	2	3	4	5	6	7	8	9	10
TRHR enhancer	1	1	1	1	-4	-3	14	-5	3	-7
D1 ag	2	9	2	2	2	-2	5	2	2	-2
D2 antag	-2	14	11	·	1	-16	0	·	2	·
D2 ag	-1.9	0.9	3.0	·	0.8	0.2	0.2	·	0.9	0.1
RXFP1 antag	·	·	7	0	-5	-4	14	1	-5	·
D1 antagonist	-3	17	17	9	0	28	3	-22	-7	45
TRHR ag	-0.6	0.0	0.5	0.9	0.4	-0.6	0.5	0.9	0.0	0.5
D2 PAM	-6	25	4	·	-4	-3	-2	·	-7	-3
D1 potentiator	3	·	0	4	1	-2	-2	-9	1	-1

Single records (already shown).
COc1ccc(OC)c2c1sc(=NC(=O)CN1C(=O)CCC1=O)n2C is entered as TRHR enhancer: 1; D1 ag: 9; D2 antag: 14; D2 ag: 0.9; RXFP1 antag: ·; D1 antagonist: 17; TRHR ag: 0.0; D2 PAM: 25; D1 potentiator: ·
COc1ccc(C(=O)NC2CCCCCC2)cc1S(=O)(=O)N1CCCC1 is entered as TRHR enhancer: -3; D1 ag: -2; D2 antag: -16; D2 ag: 0.2; RXFP1 antag: -4; D1 antagonist: 28; TRHR ag: -0.6; D2 PAM: -3; D1 potentiator: -2

Later entries:
11: Nc1nnc(SCc2cccc(C(F)(F)F)c2)s1
12: Cc1nc2c(-c3ccc(F)cc3)c(C)nn2c(C)c1CCC(=O)Nc1ccccc1
13: CCOc1cc(/C=N/NC(=O)c2ccc(O)cc2)ccc1Oc1nc(Cl)ncc1F
14: O=C(NC1CCN(S(=O)(=O)c2ccc(F)cc2)CC1)c1ccco1
15: CCn1c2ccccc2c2cc(/C=N/NC(=O)c3ccc(O)cc3)ccc21
16: O=C(CCC(=O)N1CCOc2ccccc21)N1CCN(c2ccccc2)CC1
17: COc1ccc2c(Sc3ccc(Cl)cc3)c(C(=O)N3CCCCC3)[nH]c2c1
18: Cc1nnc(SCC(=O)NC2CCCCC2)n(N)c1=O
19: COc1ccccc1CNS(=O)(=O)c1ccc2[nH]c3c(c2c1)CCCCC3
20: COc1ccc(NC(=S)NC2CCN(Cc3ccccc3)CC2)cc1OC
entry no.	11	12	13	14	15	16	17	18	19	20
TRHR enhancer	-3	9	1	-1	6	-1	0	-4	19	-1
D1 ag	0	2	1	1	4	1	1	1	15	2
D2 antag	6	-1	-14	2	7	13	·	-4	·	23
D2 ag	0.7	-0.1	-0.4	0.1	3.5	-0.4	-1.4	-0.3	1.7	0.5
RXFP1 antag	7	-9	-5	-9	-23	4	-30	9	?	-25
D1 antagonist	3	-19	-10	3	10	-1	-20	6	8	-21
TRHR ag	-1.8	1.1	0.4	0.6	-1.9	0.1	-1.0	0.5	-1.0	0.0
D2 PAM	-6	-4	9	5	4	-5	-10	-7	4	-18
D1 potentiator	-1	-10	5	-3	11	-5	-2	1	-5	-7

21: O=C1SCC(c2ccc(Cl)cc2Cl)=NN1Cc1nnc(-c2ccccc2)o1
22: Cc1cc(C)c(NC(=O)Cn2c(=O)n(Cc3ccc4c(c3)OCO4)c(=O)c3ccccc32)c(C)c1
23: CCC(=O)N1CCc2cc(Br)cc(S(=O)(=O)NCCCN(CC)Cc3ccccc3)c21
24: CCN(CC)CCNC(=O)c1sc2nc(-c3ccccc3)cn2c1C
25: CCN(c1ccccc1)S(=O)(=O)c1ccc(Cl)c(NC(=O)Nc2ccc(Cl)cc2C#N)c1
26: Cc1cc(NC(=O)c2ccco2)sc1C
27: CCC(=O)N1CCc2cc(Br)cc(S(=O)(=O)NCCc3ccccc3)c21
28: Cc1ccc(OCC(=O)Nc2ccc3nc(SCC(=O)N(C)c4ccccc4)sc3c2)cc1
29: CC(C)(C)NC(=O)C1CCN(C(=O)c2ccco2)CC1
30: Cc1cc(/C=C2/C(=O)N(C)C(=S)N2C)c(C)n1C1CC1
entry no.	21	22	23	24	25	26	27	28	29	30
TRHR enhancer	-6	1	-7	-6	-1	2	-1	-10	-2	-4
D1 ag	4	-1	3	1	6	4	1	2	4	3
D2 antag	8	·	-22	-1	6	10	·	·	-16	3
D2 ag	-0.1	0.8	0.2	0.7	-1.0	-0.7	0.2	2.4	0.2	1.7
RXFP1 antag	-9	·	-5	-4	-1	1	·	·	-10	-11
D1 antagonist	16	8	-15	-12	26	11	-8	0	-1	4
TRHR ag	0.4	0.0	-1.0	0.7	0.2	-0.3	0.3	-0.3	-0.1	2.6
D2 PAM	12	5	-17	-20	4	-8	-7	-27	7	-17
D1 potentiator	1	3	1	-10	-3	·	0	-2	4	-7

31: CCCNC(=O)/C(C#N)=C1\N=C(NC(=O)c2ccco2)c2ccccc21
32: Cc1ccc(C)c(Cn2c3ccccc3c3cnn(CC(=O)NCCCN4CCOCC4)c(=O)c32)c1
33: Cc1ccc2nc(N3CCN(c4ccccc4)CC3)c(C=O)c(=O)n2c1
34: Cc1cc(CNC(=O)C(C)Cc2ccccc2)nn1C (configuration not stated)
35: O=C(Nc1ccn(Cc2ccc(Cl)cc2)n1)c1ccccc1
36: COc1ccc(-n2nnnc2SCC(=O)N2C(C)CCCC2C)c(OC)c1 (configuration not stated)
37: O=c1cc(Nc2ccc3c(c2)OCCO3)[nH]c(=O)n1-c1ccc(Cl)cc1
38: CC(C)c1ccc(-c2noc(SCC(=O)N3CCN(c4ccc(F)cc4)CC3)n2)cc1
39: CCCCOc1cccc(C(=O)N(Cc2cccs2)c2ccc(OC)cc2)c1
40: CCOC(=O)C1=C(C)NC(=S)NC1c1ccc(-c2ccc(Cl)cc2)o1 (configuration not stated)
entry no.	31	32	33	34	35	36	37	38	39	40
TRHR enhancer	0	-5	1	-2	-4	-5	2	-1	-6	-7
D1 ag	3	3	3	1	5	1	2	0	19	2
D2 antag	-7	25	16	16	-1	-7	6	·	·	6
D2 ag	0.2	-0.6	0.5	0.0	-2.1	0.1	-0.7	-0.1	1.2	0.3
RXFP1 antag	0	?	-10	·	-12	-3	0	0	-33	-18
D1 antagonist	27	-30*	11	24	-2	8	-14	-5	-3	-7
TRHR ag	2.1	0.1	1.1	0.7	-1.6	0.1	-0.1	0.2	1.6	0.3
D2 PAM	-7	-1	4	-5	-7	-6	-3	1	-4	-10
D1 potentiator	-8	-4	2	0	0	-4	-7	0	1	-5

41: Cc1cc(C)c(S(=O)(=O)NCc2nc3nc(C)cc(C)n3n2)c(C)c1
42: Cc1ccc(Nc2nc(=O)[nH]nc2C)cc1
43: COc1ccccc1-c1nc(SCC(=O)O)n[nH]1
44: Cc1ccc(OCCNC(=O)CNC(=O)c2ccccc2Cl)cc1
45: CC1(C)CC(=O)C=C(c2ccc(F)cc2OCc2ccccc2)C1
46: Cc1ccc(OCCNC(=O)C(=O)NCc2ccco2)cc1
47: CN(C)C(=O)CSc1nc(SCC(=O)N(C)C)n(-c2ccccc2)n1
48: CCC(C)NS(=O)(=O)c1ccc(OCC(=O)NCC2CCCO2)cc1 (configuration not stated)
49: COc1cc(NC(=O)Cn2c(C)cc3ccccc3c2=O)cc(OC)c1OC
50: CC(=O)c1cccc(NC(=O)C2(c3ccccc3)CC2(Cl)Cl)c1 (configuration not stated)
51: Nc1nc(Nc2ccccc2)nc(N2CCOCC2)c1[N+](=O)[O-]
52: COc1ccc2nc(N(Cc3cccnc3)C(C)=O)sc2c1
entry no.	41	42	43	44	45	46	47	48	49	50	51	52
TRHR enhancer	2	1	-7	19	-2	1	-10	2	4&-4	0	7	-2
D1 ag	3	1	3	2	10	1	7	4	5&4	1	0	-1
D2 antag	-6	15	-1	-30	-8	0	30	-2	-3	12	-4	·
D2 ag	-0.3	0.9	-0.1	-0.2	-0.2	-1.3	0.4	-2.3	-0.1	-0.1	0.2	·
RXFP1 antag	-2	-2	-4	-7	·	-20	-22	2	-13&4	-9	·	1
D1 antagonist	-13	6	4	2	16	-11	-4	21	-3&24	10	6	·
TRHR ag	0.8	-0.2	0.3	-0.1	0.4	-0.4	-0.1	-0.6	-0.3&-0.2	0.1	-0.8	-0.1
D2 PAM	1	-7	3	0	15	-3	-8	34*	2&-6	11	4	·
D1 potentiator	1	-3	-3	·	-1	-4	-6	7	1&5	-3	-9	2

Compounds shown so far that contain a furan ring, fused or not, in the order listed:
4: COc1ccc(C2C(C(=O)c3ccc(C)o3)=C(O)C(=O)N2Cc2cccnc2)cc1OC (configuration not stated)
14: O=C(NC1CCN(S(=O)(=O)c2ccc(F)cc2)CC1)c1ccco1
26: Cc1cc(NC(=O)c2ccco2)sc1C
29: CC(C)(C)NC(=O)C1CCN(C(=O)c2ccco2)CC1
31: CCCNC(=O)/C(C#N)=C1\N=C(NC(=O)c2ccco2)c2ccccc21
40: CCOC(=O)C1=C(C)NC(=S)NC1c1ccc(-c2ccc(Cl)cc2)o1 (configuration not stated)
46: Cc1ccc(OCCNC(=O)C(=O)NCc2ccco2)cc1
entry no.	4	14	26	29	31	40	46
TRHR enhancer	1	-1	2	-2	0	-7	1
D1 ag	2	1	4	4	3	2	1
D2 antag	·	2	10	-16	-7	6	0
D2 ag	·	0.1	-0.7	0.2	0.2	0.3	-1.3
RXFP1 antag	0	-9	1	-10	0	-18	-20
D1 antagonist	9	3	11	-1	27	-7	-11
TRHR ag	0.9	0.6	-0.3	-0.1	2.1	0.3	-0.4
D2 PAM	·	5	-8	7	-7	-10	-3
D1 potentiator	4	-3	·	4	-8	-5	-4
